S1P3 antagonist = blocks the human S1P3 receptor; Q99500; CHO S1P3 NFAT-BLA reporter, FRET fluorescence, antagonist mode; inhibition, % at 4.98 µM; hit rate 0.27% among 170,000; AID 485;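 active = inhibition above the plate cutoff, the mean inhibition of test wells on that plate plus 3 SD, cut at about 28% in these data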;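 note: cells challenged with S1P at its EC80 of 0.8 µM; blue over green emission ratio from cleaved BLA substrate after 4 h stimulation; 0% = S1P-stimulated wells and 100% = unstimulated DMSO-only wells; some compounds past the cut are filed as inactive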
Target sequence (Q99500 whole entry, looked up): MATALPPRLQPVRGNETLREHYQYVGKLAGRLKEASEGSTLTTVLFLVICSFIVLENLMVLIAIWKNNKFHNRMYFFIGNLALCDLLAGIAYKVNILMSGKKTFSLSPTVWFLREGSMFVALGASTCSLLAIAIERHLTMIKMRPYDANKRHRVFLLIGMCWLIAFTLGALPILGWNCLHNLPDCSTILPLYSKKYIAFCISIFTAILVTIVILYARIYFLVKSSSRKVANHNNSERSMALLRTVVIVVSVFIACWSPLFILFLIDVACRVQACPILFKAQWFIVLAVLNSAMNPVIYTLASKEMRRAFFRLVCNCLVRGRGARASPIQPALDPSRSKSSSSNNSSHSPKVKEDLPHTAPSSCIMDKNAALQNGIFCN
PPARg SRC-1 ag = promotes SRC-1 coactivator recruitment by human PPARgamma. activation, % at 8 µM. PPARgamma-SRC-1 coactivator recruitment biochemical assay. P37231. hit rate 0.41% among 200,000. AID 631; in the data active = activation above about 19%;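 note: 0% = DMSO and 100% = reference agonist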
Target sequence (P37231 whole entry, looked up): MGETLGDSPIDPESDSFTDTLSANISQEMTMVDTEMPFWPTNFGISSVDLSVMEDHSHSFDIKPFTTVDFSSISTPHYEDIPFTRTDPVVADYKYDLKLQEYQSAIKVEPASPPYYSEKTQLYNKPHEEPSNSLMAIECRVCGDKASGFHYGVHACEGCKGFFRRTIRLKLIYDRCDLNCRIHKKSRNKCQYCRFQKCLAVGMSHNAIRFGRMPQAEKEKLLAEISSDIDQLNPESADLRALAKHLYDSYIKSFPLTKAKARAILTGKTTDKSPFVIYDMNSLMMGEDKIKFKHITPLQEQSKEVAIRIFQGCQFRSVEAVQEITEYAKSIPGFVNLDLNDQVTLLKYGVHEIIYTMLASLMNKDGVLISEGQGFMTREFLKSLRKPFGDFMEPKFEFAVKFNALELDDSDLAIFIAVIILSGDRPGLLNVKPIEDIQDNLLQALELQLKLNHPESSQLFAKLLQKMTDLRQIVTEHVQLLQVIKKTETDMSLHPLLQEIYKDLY
STAT3 inh = reduces IL-6 driven STAT3 reporter signal. AID 862. U3A cells, IL-6 STAT3-luciferase reporter, luminescence; host cell line lacks STAT1. inhibition, % at 5.5 µM. hit rate 0.89% among 190,000;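 active = inhibition above the mean inhibition across all screened compounds plus 3 SD, cut at about 44% in these data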;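 note: 0% = DMSO only wells and 100% = 100 µM nifuroxazide control wells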
STAT1 blocker = reduces IFN-gamma driven STAT1 reporter signal | NIH 3T3 STAT1-luciferase reporter, luminescence | hit rate 0.35% among 200,000 | inhibition, % at 5.5 µM | AID 920;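 active = inhibition above a set limit, the mean inhibition across all tested compounds plus 3 SD, cut at about 34% in these data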;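 note: 0% = IFN-gamma with DMSO and 100% = IFN-gamma with 300 µM nifuroxazide; values of inactives mirror those of a sister screen read the other way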
PPARg SRC-3 ag = PPARgamma-driven SRC-3 recruitment agonism; P37231; biochemical PPARgamma/SRC-3 coactivator recruitment assay; activation, % at 8 µM; hit rate 0.26% among 200,000; AID 731; in the data active = activation above about 23%;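 note: 0% = DMSO and 100% = reference agonist; some compounds past the cut are filed as inactive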
RAM network inh = blocks the yeast RAM network. hit rate 1.8% among 190,000. inhibition, % at 50 µM. S. cerevisiae dse1pr::URA3 reporter, 5-FOA growth OD615, 2 d; analog-sensitive cbk1-as2 kinase mutant strain;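 active = inhibition above a set limit, 3 SD over mean compound inhibition, cut at about 8.4% in these data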;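 note: 0% = DMSO-only wells with no growth and 100% = 10 µM 1-NA-PP1 full growth; inhibition rescues growth on 5-FOA so higher OD means more RAM inhibition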
TLR4 MyD88 comp = TLR4-MyD88 interaction inhibition in cells; O00206+Q99836; HeLa CL3-4 TLR4/MyD88 BLA complementation, FRET ratio; inhibition, % at 8.4 µM; hit rate 0.18% among 200,000; AID 861; in the data active = inhibition above about 25%;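 note: 0% = vehicle and 100% = reference inhibitor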
STAT3 act = activators of IL-6 induced STAT3 signaling | U3A cells, IL-6 STAT3-luciferase reporter, luminescence; 100% = signal with IL-6 EC80 alone | activation (% of control), % at 5.6 µM | hit rate 0.91% among 190,000 | AID 871;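 active = activation above the screen-wide mean of compound activation plus 3 SD, cut at about 130% in these data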;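 note: 0% = background luminescence of wells with medium and substrate only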
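Material: human U3A cells carrying STAT3-luciferase construct. Measured by: reporter luminescence signal. Timing: compound 1 h, then IL-6 6 h at 37 °C.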
SRC2 TRFRET art = TR-FRET artefact, counter-screen to PPARgamma/SRC-2 agonist assay; active compounds read high; TR-FRET ratio at 8 µM; hit rate 0.4% among 200,000; AID 1049; in the data active = TR-FRET ratio above about 2000; note: inactives centre near 1500; reference of the scale not given here
PPARg SRC2 recr = PPARgamma-driven SRC-2 recruitment agonism. PPARgamma LBD-SRC-2 recruitment, biochemical. activation, % at 8 µM. hit rate 0.34% among 200,000; in the data active = activation above about 22%;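 note: 0% = vehicle and 100% = reference agonist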
ROMK primary = modulators of human ROMK potassium channel; B-score at 10 µM; hit rate 2% among 130,000; P48048; Tet-inducible ROMK, thallium flux fluorescence; actives lie on both sides; AID 1918;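 active = signal ratio slope over the read window, or its plate-corrected B-score, at least 3 SD from the plate mean, either direction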;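 note: B-score of the F/F0 ratio slope over 7 to 12 s after thallium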
* hit, by the source's call; . = no result given.

SMILES	S1P3 antagonist	PPARg SRC-1 ag	STAT3 inh	STAT1 blocker	PPARg SRC-3 ag	RAM network inh	TLR4 MyD88 comp	STAT3 act	SRC2 TRFRET art	PPARg SRC2 recr	ROMK primary
Cc1ccc(-n2c(C)cc(C(=O)CN3C(=O)C(=O)N(C4CCCC4)C3=O)c2C)cc1	-3.5	1.7	5.0	5.8	0.1	3.2	-7.9	100.7	1553	2.4	0.0338
O=C(NCc1ccc2c(c1)OCO2)c1ccc(-n2cnnn2)cc1	39.7	14.2	3.2	-0.3	5.1	1.6	11.9	102.2	1510	7.5	.
O=C(O)c1cccc(-n2cccc2C=C2C(=O)c3ccccc3C2=O)c1	-1.9	3.1	-4.0	14.3	-0.7	3.3	4.0	107.4	1529	1.5	0.47
Cc1ccc(C)c(Cn2c(=O)n(CCCC(=O)NCc3ccco3)c(=O)c3sccc32)c1	.	5.1	6.1	7.7	-4.7	4.8	2.6	99.6	1432	-0.4	1.14
COc1ccc(OC)c(/C=C/C(=O)N(C)CC(=O)Nc2cc(C)ccc2C)c1	6.1	0.8	11.5	-8.3	4.5	1.9	-2.0	94.2	1514	1.6	.
CCC(C)Sc1nc2c(c(=O)[nH]c(=O)n2C)n1C (stereo unspecified)	-35.5	3.4	2.7	0.4	0.0	2.0	1.8	102.0	1488	1.5	.
COC(=O)c1c(/N=C/NOCc2ccc(Cl)cc2)sc2c1CCN(c1ncc(C(F)(F)F)cc1Cl)C2	.	0.4	11.1	-1.1	-4.4	3.9	-2.8	96.2	1499	2.8	0.149
COc1ccccc1NC(=O)C1=C(C)NC2=C(C(=O)CCC2)C1c1ccc2c(c1)OCO2 (stereo unspecified)	22.2	-4.6	9.9	-1.6	1.6	1.7	-8.6	96.1	1767	5.3	.
CC(=O)Nc1ccc(CNC(=O)C[N+]2(C)CCOCC2)cc1	-5.0	-0.8	-2.0	0.1	1.4	0.6	-3.0	105.7	1188	-3.7	0.0313
O=C(O)CCC(=O)c1c[nH]c2ccccc12	-6.9	-4.0	-18.7	-2.9	7.2	-0.2	-3.2	119.1	1537	3.8	0.9
CS(=O)(=O)N1CCN(c2ccc([N+](=O)[O-])c(NCc3ccc(Cl)cc3)c2)CC1	7.4	3.3	-4.8	2.1	3.2	3.7	-5.0	103.0	1585	-0.9	.
CCOC(=O)c1cc2occc2n1CC(=O)N1CCCc2ccccc21	4.8	-0.9	5.8	-0.4	1.8	2.1	6.6	98.5	1394	-7.5	.
COCCNc1nc2c(S(=O)(=O)c3cc(C)ccc3C)nnn2c2ccccc12	-3.2	-1.1	-0.4	-3.3	-2.0	4.0	1.9	101.7	1527	-3.3	.
COc1cc(/C=N/NC(=O)C2c3ccccc3Oc3ccccc32)ccc1O	.	-10.3	-1.1	2.7	-1.2	6.9	5.7	102.0	1275	2.9	.
CCOC(=O)CCc1cccc2c1CCC2=O	-14.5	-2.4	12.9	4.0	0.4	-0.6	-13.0	90.9	1477	-7.0	-0.24
CCOC(=O)c1cc(C(=O)c2cc(Cl)ccc2O)coc1=N	-15.9	10.5	7.1	-2.1	1.5	0.2	-6.5	103.2	1429	-2.2	-0.318
O=C(CCn1c(SCC(=O)c2ccccc2)nc2ccccc2c1=O)NCc1ccc(F)cc1	.	2.7	13.6	6.0	16.8	0.1	9.9	91.9	1469	8.7	.
CCOC(=O)CSc1nc2ccc(N)cc2s1	.	-5.2	-6.2	-0.5	-5.7	2.2	9.6	110.5	1467	6.1	-0.203
CCN(CC)S(=O)(=O)c1ccc2oc(C(=O)O)c(C)c2c1	-5.7	-2.6	-7.3	-2.7	-0.3	-0.1	-14.7	108.3	1455	-0.3	.
COc1ccccc1C(CC(=O)c1ccccc1)CC(=O)c1ccccc1	-18.2	-2.5	5.1	6.2	-0.9	11.3*	4.2	100.4	1454	-0.7	-0.339

Two entries from above in a different format.
Results follow in this order: S1P3 antagonist | PPARg SRC-1 ag | STAT3 inh | STAT1 blocker | PPARg SRC-3 ag | RAM network inh | TLR4 MyD88 comp | STAT3 act | SRC2 TRFRET art | PPARg SRC2 recr | ROMK primary
O=C(CCn1c(SCC(=O)c2ccccc2)nc2ccccc2c1=O)NCc1ccc(F)cc1
  . | 2.7 | 13.6 | 6.0 | 16.8 | 0.1 | 9.9 | 91.9 | 1469 | 8.7 | .
CCOC(=O)CSc1nc2ccc(N)cc2s1
  . | -5.2 | -6.2 | -0.5 | -5.7 | 2.2 | 9.6 | 110.5 | 1467 | 6.1 | -0.203

The listing continues:
SMILES	S1P3 antagonist	PPARg SRC-1 ag	STAT3 inh	STAT1 blocker	PPARg SRC-3 ag	RAM network inh	TLR4 MyD88 comp	STAT3 act	SRC2 TRFRET art	PPARg SRC2 recr	ROMK primary
Cc1oc(-c2cccc(C(F)(F)F)c2)nc1CN1CCC[C@H]1CO	-13.2	-2.5	-7.3	-3.0	5.8	0.0	10.0	110.3	1446	-2.9	-0.00284
CCOC(=O)C1=C(c2cccc(Oc3ccccc3)c2)NC(=S)NC1C (stereo unspecified)	.	7.7	0.1	3.2	-4.1	4.4	0.8	100.2	1491	4.2	-1.7
CCN1CCN(C(=O)CN(C)S(=O)(=O)c2ccc3ccccc3c2)CC1	2.3	-8.4	1.2	-0.3	-5.3	1.1	-0.2	100.9	1535	-3.1	0.156
COc1ccc(OCCC(=O)N2CCCCC2)cc1	-17.9	7.8	-2.9	-11.2	8.1	-0.4	-8.6	104.6	1545	2.6	.
Cc1cc(-n2nc(C)cc2C)n2nc(C)c(-c3ccc(Cl)cc3)c2n1	.	-2.3	4.0	4.4	8.7	2.5	-4.3	98.0	1735	10.8	.
COc1ccc(-c2cc(C(F)(F)F)n3ncc(C(=O)O)c3n2)cc1OC	-5.3	2.3	5.6	8.5	9.2	4.8	6.9	98.5	1525	-0.9	.
Cc1ccc2c(c1)CN1CN2Cc2cc(C)ccc21	4.3	-2.0	24.5	3.8	-3.0	-0.9	3.0	84.3	1471	6.8	.
COC(=O)c1cc(NC(=O)c2nn(C)c(=O)c3ccccc23)cc(C(=O)OC)c1	4.3	1.2	12.1	-2.9	1.9	4.1	5.8	93.7	1700	3.0	0.819
CCOc1ccc(CNC(=O)c2ccc(Sc3ccc(Cl)cc3)c(NC(C)=O)c2)cc1OC	12.0	5.9	-0.1	4.4	4.1	4.0	11.2	100.8	1593	0.3	.
OCCNc1nc(-c2ccccc2)c2cc(Cl)ccc2n1	-8.8	-4.6	-3.8	0.1	3.7	-0.4	13.4	108.6	1587	9.0	1.17
CCOc1ccc2nc(NCCNC(=O)C(C)C)c(C)cc2c1	20.2	5.7	-4.8	4.0	3.2	1.3	-5.3	107.6	1498	3.7	.
Cn1c(SCC(=O)c2ccc(F)cc2)nnc1-c1cccnc1	-9.1	-16.6	5.3	3.6	-2.5	-0.2	-9.0	103.6	1415	-15.3	-0.00643
CCCCN(CCCC)S(=O)(=O)c1ccc(NC(=O)c2cccs2)cc1	.	2.3	-58.4	1.1	-12.1	16.2*	-2.2	144.7*	1332	-1.0	0.86
Cn1nccc1C(=O)Nc1ccc(Cl)cc1	.	2.9	19.0	-21.9	-4.1	1.4	-9.0	87.0	1369	2.6	.
CC(=O)N1N=C(c2ccncc2)OC12CCCCCC2	.	-4.9	3.8	6.8	3.6	0.5	-7.9	97.8	1606	-2.2	.
Cc1noc(C)c1S(=O)(=O)N1CCN(c2ccccc2)CC1	.	6.5	7.6	-2.7	4.9	0.5	9.5	97.8	1694	11.4	.
CCOC(=O)c1[nH]c2ccc(OCC)cc2c1NC(=O)CN1CCN(c2ccccn2)CC1	2.0	-1.1	11.4	-0.9	1.8	1.3	-7.1	98.6	1644	1.4	.
CN1CCC(OC(c2ccccc2)c2ccccc2)CC1	-4.7	4.3	4.4	8.1	-1.5	-0.7	-8.3	98.1	1420	-1.9	.
CNC(=O)c1cc2c(s1)-c1ccccc1CC2	-6.4	-6.2	-2.7	-50.9	0.3	0.8	9.3	108.2	1615	7.6	0.067
CCCCCCn1nc(C(=O)OCC(=O)NC2CCS(=O)(=O)C2)c2ccccc2c1=O (stereo unspecified)	9.4	-3.5	7.0	0.1	2.8	-0.6	2.5	95.8	1493	-3.0	1.22
CC(Oc1ccc(F)cc1F)C(=O)/C=C/N(C)C (stereo unspecified)	.	2.9	3.9	-0.3	22.3	-1.9	-3.8	102.9	1490	5.2	1.33
O=C(c1cc2cc([N+](=O)[O-])ccc2oc1=O)N1CCN(c2ncccn2)CC1	.	1.8	4.2	-3.2	3.0	0.7	-8.1	101.3	1341	1.4	1.22
O=C(O)CCc1nn2c3ccccc3n(Cc3ccccc3F)c2nc1=O	-8.4	2.9	24.1	7.6	1.5	2.8	-8.0	86.7	1494	-2.8	0.353
Cc1ccc(C(=O)OCC(=O)Nc2cccc(S(=O)(=O)NC3=NCCCCC3)c2)c(C)c1	-12.4	2.9	9.0	6.8	3.6	2.8	-10.8	99.5	1471	1.1	-2.03
O=C(CN1C(=O)c2ccccc2C1=O)Nc1sc2c(c1C(=O)NCc1ccco1)CCCC2	.	-1.0	-6.7	1.8	4.3	3.7	0.4	109.5	1440	-2.1	.
Cn1c(SCC(=O)Nc2ccccc2)nc2c([nH]c3ccccc32)c1=O	-16.9	9.8	4.4	10.8	3.5	4.8	-13.0	104.6	1608	8.4	-0.447
Cc1cccc(C)c1NC(=S)NNc1ncc(C(F)(F)F)cc1Cl	.	-3.5	3.7	-0.3	-4.3	1.3	-0.5	95.7	1746	3.8	0.888
Cc1cc(C)c(S(=O)(=O)N2CCCCCC2)cc1Br	-6.6	17.9	1.8	2.3	2.8	0.3	3.9	109.3	1726	-1.2	0.588
CCCc1cc(=O)[nH]c(/N=C(\N)Nc2ccccc2)n1	1.2	0.9	8.1	2.7	0.4	-0.1	-5.9	95.8	1712	4.5	.
O=C(CSc1nnc(CNC(=O)c2ccco2)o1)c1ccc(Cl)cc1	.	7.8	-0.4	-1.5	0.8	1.0	-15.4	103.8	1600	-4.5	.
O=C(Nc1nnc(-c2ccc(Cl)s2)o1)C1CCCCC1	9.2	1.8	-4.4	0.6	6.2	.	2.6	107.6	1628	2.7	.
CCc1noc(C)c1C(=O)Nc1ncc(C)s1	28.6	2.4	18.6	5.3	-3.5	-0.3	-20.2	86.1	1516	3.1	-0.252
CN1CCN(C(=O)c2cnn(-c3ccccc3)c2NC(=O)c2ccccc2F)CC1	-21.7	0.8	16.4	-4.3	6.5	-0.1	1.7	90.6	1630	-2.4	.
COc1ccc(CNC(=O)CCc2c(C)nc3ncnn3c2C)cc1	-24.8	2.2	6.2	1.3	-5.6	0.2	0.8	99.0	1648	-0.6	1
O=[N+]([O-])c1ccc(S(=O)(=O)CC(CN2CCOCC2)N2CCOCC2)cc1 (stereo unspecified)	-6.6	2.9	-0.4	-2.0	1.6	0.5	9.9	101.9	1504	-0.6	-0.453
C/C(=C/C(=O)Nc1cccc(F)c1)N1CCCC1	3.7	2.9	-0.4	3.3	1.6	2.2	-14.5	102.4	1633	3.2	.
COc1ccccc1N1CCN(S(=O)(=O)c2cnc[nH]2)CC1	-2.1	3.2	8.8	5.4	-0.6	1.5	9.4	96.7	1727	3.7	.
